LMPTP block: blocks human LMPTP phosphatase; P24666; recombinant LMPTP-A, OMFP fluorogenic substrate, fluorescence intensity; inhibition, % at 20 µM; actives 0.22% (n = 360,000);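 active = compounds that cut the enzyme signal by at least half of the control window in the single-dose screen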;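 note: plate controls were DMSO wells with enzyme plus substrate for no effect and substrate without enzyme for full effect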
Target sequence (P24666 whole entry, looked up): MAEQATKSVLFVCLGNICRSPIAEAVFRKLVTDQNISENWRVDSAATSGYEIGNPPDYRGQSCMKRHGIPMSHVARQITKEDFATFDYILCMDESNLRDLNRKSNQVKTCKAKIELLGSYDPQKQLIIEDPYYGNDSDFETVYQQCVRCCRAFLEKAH
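Material: LMPTP-A; amount: 0.625 nM enzyme; doses: single 20 µM dose; times: reaction 50 min, room temperature, dark; technique: fluorescence intensity of OMFP turnover product; benchmarks: no-enzyme and uninhibited controls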
MsrA inh: inhibitors of bovine MsrA; purified bovine MsrA, absorbance read-out; inhibition, % at 15.5 µM; actives 0.75% (n = 360,000); in the data active = inhibition above about 4.5%;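 note: 0% = vehicle wells with enzyme and 100% = reference inhibitor wells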
Scp-1 inhibitor: blocks human Scp-1 phosphatase activity; Q9GZU7; actives 0.88% (n = 340,000); Recombinant Scp1, phosphopeptide, malachite green phosphate absorbance; inhibition, % at 20 µM;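 active = inhibition above about 50% at 20 µM, limit read from the data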;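 note: plate controls were DMSO wells with enzyme for no effect and wells lacking enzyme for full effect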
Target sequence (Q9GZU7 76-261 limits assumed): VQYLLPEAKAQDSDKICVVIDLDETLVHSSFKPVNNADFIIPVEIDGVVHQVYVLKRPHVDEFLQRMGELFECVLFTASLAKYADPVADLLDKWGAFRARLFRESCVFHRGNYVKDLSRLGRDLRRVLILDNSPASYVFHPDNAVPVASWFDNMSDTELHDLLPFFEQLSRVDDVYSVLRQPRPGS
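assay system = SCP-1 phosphatase catalytic domain, residues 76-261 | buffer or medium = 50 mM Tris acetate pH 5.5, 0.005% Tween-20, 10 mM MgCl2 | incubation = enzyme reaction 45 min at room temperature, colour 5 min, stabilisation 30 min | signal = Phosphate-binding colour reagent, absorbance read at 630 nm | measure = % inhibition at 20 µM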
TbMetRS inhib: Trypanosoma brucei MetRS inhibition | purified T. brucei MetRS, ATP depletion, Kinase-Glo luminescence | inhibition, % at 11.9 µM | actives 0.4% (n = 360,000) | AID 624268;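 active = inhibition above a per-plate cutoff of the control wells' mean inhibition plus 3 SD, cut at about 5.5% in these data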;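 note: 0% = DMSO wells median and 100% = median of wells with control inhibitor compound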
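assay system = parasite MetRS enzyme | timing = 15 min preincubation, 2 h reaction, all 25 °C | evaluation = percent inhibition relative to median high and low control wells | medium = HEPES buffer containing pyrophosphatase, BSA, spermine, DTT | compound = single dose, 11.9 µM final nominal, 0.9% final DMSO | detection = Kinase-Glo luminescence, ATP depletion format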
STEP inh: STEP (human) phosphatase inhibition | P54829 | actives 0.25% (n = 360,000) | recombinant STEP, OMFP fluorogenic substrate, fluorescence | inhibition, % at 20 µM;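 active = inhibition at 20 µM, scaled per plate between control wells, above about 37%, limit read from the data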;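 note: 0% = DMSO with enzyme and substrate and 100% = substrate only without enzyme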
Target sequence (P54829 whole entry, looked up): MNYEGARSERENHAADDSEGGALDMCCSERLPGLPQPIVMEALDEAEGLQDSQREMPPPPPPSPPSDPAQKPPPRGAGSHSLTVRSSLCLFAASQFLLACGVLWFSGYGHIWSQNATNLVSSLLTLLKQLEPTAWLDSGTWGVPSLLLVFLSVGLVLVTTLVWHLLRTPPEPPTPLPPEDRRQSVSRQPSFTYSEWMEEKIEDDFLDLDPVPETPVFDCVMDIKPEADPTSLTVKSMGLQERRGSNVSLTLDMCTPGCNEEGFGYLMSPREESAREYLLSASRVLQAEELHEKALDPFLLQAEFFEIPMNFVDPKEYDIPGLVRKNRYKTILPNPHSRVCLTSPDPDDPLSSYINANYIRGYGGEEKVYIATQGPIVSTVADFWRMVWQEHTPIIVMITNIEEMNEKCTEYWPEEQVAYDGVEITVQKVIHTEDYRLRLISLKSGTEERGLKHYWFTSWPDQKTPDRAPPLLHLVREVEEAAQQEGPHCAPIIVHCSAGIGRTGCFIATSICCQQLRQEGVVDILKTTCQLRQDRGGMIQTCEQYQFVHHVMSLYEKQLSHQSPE
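Material: STEP (striatal-enriched tyrosine phosphatase) enzyme, cell-free | Medium: 50 mM Bis-Tris pH 6.0 with 2.5 mM DTT and 0.005% Tween 20 | Read-out: Percent inhibition scaled to no-enzyme and uninhibited-enzyme controls, plate-pattern corrected | Signal: Fluorescence read at 480 nm ex / 540 nm em | Times: 20 min reaction, room temperature, in the dark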
NRP1-CendR mod: modulators of CendR peptide binding to human neuropilin-1. O14786. FAM-RPARPAR peptide binding to NRP-1, fluorescence polarization. inhibition, % at 25 µM. actives 0.85% (n = 360,000). AID 602438;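 active = inhibition or corrected inhibition above about 18%, plus a signal ratio from 0.5 to 1.5, limit read from the data, passing the limit was not always enough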; note: strong numbers were not always called active
bovine MsrA act: bovine methionine sulfoxide reductase A activation; actives 0.3% (n = 360,000); activation, % at 10.6 µM; purified bovine MsrA, absorbance read-out; AID 602163; in the data active = activation above about 7.5%;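 note: 0% = vehicle and 100% = reference activator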
SUMO1 PPI mod: SUMO1-SIM interaction modulation | SUMO1 binding to a labelled peptide, TR-FRET, 1 h | inhibition, % at 20 µM | actives 0.33% (n = 360,000) | AID 602429; in the data active = inhibition above about 37%
eLon inh: inhibitors of E. coli Lon protease | P0A9M0 | purified E. coli Lon protease, fluorescence polarization | inhibition, % at 7.94 µM | actives 0.42% (n = 360,000) | AID 602123; in the data active = inhibition above about 13%, passing the limit was not always enough;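 note: 0% = enzyme with probe and DMSO and 100% = no enzyme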
DNMT1 block: DNMT1 (human) enzyme inhibition; DNMT1 molecular beacon, Hinp1I cleavage, fluorescence; inhibition (reported as % activation of signal), % at 10 µM; actives 0.83% (n = 360,000); AID 588458; in the data active = inhibition above about 50%
* = called active by the depositor; . = no result given.

No.	LMPTP block	MsrA inh	Scp-1 inhibitor	TbMetRS inhib	STEP inh	NRP1-CendR mod	bovine MsrA act	SUMO1 PPI mod	eLon inh	DNMT1 block	compound
1	-1.8	3.7	-4	0.1	4	-2	-3	-24	8	0	COc1ccc(NC(=O)C2=CC(c3ccco3)=NS(=O)(=O)N2C)cc1OC
2	1.5	-0.1	-1	0.7	-3	-16	-3	16	4	-1	Cc1ccc(Cl)cc1N1CCN(C(=O)Cc2c(C(=O)O)[nH]c3ccc(Cl)cc23)CC1
3	-0.5	-0.6	6	-0.4	2	-6	-7	-1	-8	1	COc1ccc(Cc2nnc(SCC(=O)NC3CCCC3)o2)cc1
4	-0.2	-0.9	-6	0.5	2	-3	0	8	-10	0	O=C(Cn1sc2ccccc2c1=O)N1CCN(C(=O)c2ccco2)CC1
5	-2.1	0.6	-1	-0.9	2	2	-3	-6	3	3	O=C(N/N=C/c1cccc([N+](=O)[O-])c1)c1nc2ccccc2c(=O)[nH]1
6	24	3.1	-5	0.5	2	0	0	2	2	3	COc1cc(-c2ccccc2)nc2ccccc12
7	-0.4	-0.4	-3	0.0	1	9	-2	7	1	16	Cc1nn(-c2nc3ccccc3s2)c(N)c1Sc1ccc(F)cc1
8	-1.5	-0.7	-2	0.7	0	-5	-1	9	4	-1	COc1ccc(CCNC(=S)NNC(=O)c2c(Br)c(C)nn2C)cc1OC
9	2.4	-1.1	-3	-0.6	1	1	-1	-1	2	-3	COc1ccc(CNc2ncnc3sccc23)cc1OC
10	-2.4	2.4	1	-0.2	-2	-1	-2	12	-6	0	CC1CC(C)CN(C(=O)Nc2ccccc2F)C1 (centres undefined)
11	35	-0.1	.	-0.4	0	-2	-9	12	-12	0	CS(=O)(=O)Nc1ccc(-c2ccc3nccn3c2)cc1
12	1.2	0.1	-3	-0.2	-2	-13	0	-7	5	4	Cc1c(/C=N/NC(=O)c2cc(=O)[nH]c(=O)[nH]2)c2ccccn2c1C(=O)c1ccccc1
13	0.0	-0.3	1	-0.5	-2	8	-8	-4	-6	4	O=C(COC(=O)C1CCC1)Nc1cccc(S(=O)(=O)N2CCOCC2)c1
14	-0.9	-0.9	4	-1.0	4	6	-3	-2	-2	1	Cc1cc(S(=O)(=O)N2CCCOC2CNC(=O)C(=O)NCc2ccco2)ccc1F (centres undefined)
15	-1.8	0.0	0	0.6	-2	7	-2	4	-6	0	O=C(NNC(=O)C1CC2CCC1C2)c1ccccc1 (centres undefined)
16	-0.9	1.3	-6	1.4	4	4	0	-1	2	1	Nc1[nH]nc2nc(N3CCCC3)nc(-c3ccccc3)c12
17	-1.9	0.7	.	-1.0	.	-1	-1	2	-16	.	CC(C)[C@@H]1Cc2[nH][nH]c(=O)c2[C@H](c2ccc(F)cc2)O1
18	2.1	0.4	-6	-0.5	-2	-2	-4	-6	-10	-7	C/C(=N/NC(=S)Nc1cccc(C)c1)c1cccc([N+](=O)[O-])c1
19	1.0	-0.5	-10	0.0	-3	-5	-1	3	-11	1	Cc1ccc(S(=O)(=O)NCCC(=O)NCc2ccc(Cl)cc2)cc1C
20	2.5	-0.3	10	-0.1	3	-3	-2	3	1	-2	CC(=O)Nc1ccc(S(=O)(=O)N(C)c2ccc(OCCOc3ccccc3F)cc2)cc1
21	1.4	-0.1	9	-0.6	2	9	-7	1	-6	7	CC1CCC(NC(=O)C2COc3ccccc3O2)CC1 (centres undefined)
22	-0.9	-1.2	0	0.0	2	2	-6	0	-1	0	O=C(CCN1C(=O)C2C3C=CC(C3)C2C1=O)N1CCN(c2ccccn2)CC1 (centres undefined)
23	13	-0.4	-9	0.1	9	-81	-2	-15	-21	2	N#C/C(=C\C1=C(N2CCOCC2)C(=C/c2cccc([N+](=O)[O-])c2)/CC1)C(=O)Nc1ccccc1F
24	1.8	-0.8	-4	0.3	1	-6	-3	-4	2	-1	CCc1cc2ccc(OC)cc2nc1SCC(=O)N1CCN(C(=O)c2ccco2)CC1

Entries of single compounds from above:
Cc1ccc(S(=O)(=O)NCCC(=O)NCc2ccc(Cl)cc2)cc1C is listed with LMPTP block = 1.0; MsrA inh = -0.5; Scp-1 inhibitor = -10; TbMetRS inhib = 0.0; STEP inh = -3; NRP1-CendR mod = -5; bovine MsrA act = -1; SUMO1 PPI mod = 3; eLon inh = -11; DNMT1 block = 1
CC1CCC(NC(=O)C2COc3ccccc3O2)CC1 (centres undefined) is listed with LMPTP block = 1.4; MsrA inh = -0.1; Scp-1 inhibitor = 9; TbMetRS inhib = -0.6; STEP inh = 2; NRP1-CendR mod = 9; bovine MsrA act = -7; SUMO1 PPI mod = 1; eLon inh = -6; DNMT1 block = 7

(next part)
No.	LMPTP block	MsrA inh	Scp-1 inhibitor	TbMetRS inhib	STEP inh	NRP1-CendR mod	bovine MsrA act	SUMO1 PPI mod	eLon inh	DNMT1 block	compound
25	0.6	-0.7	.	-0.1	1	-1	-2	4	-8	3	Cc1ccc(NC(=O)CCNC(=O)N2CC(=O)Nc3ccccc32)cc1Cl
26	-0.9	0.3	-6	0.1	-3	9	-1	-9	10	-2	COc1ccccc1-c1ccc(=O)n(CC(=O)NCc2ccc3c(c2)OCO3)n1
27	-1.5	0.4	-12	0.1	-1	13	0	3	-6	1	COc1ccc(CNS(=O)(=O)c2ccc(-n3cccn3)cc2)cc1
28	-0.9	0.8	-5	0.6	2	16	-2	24	-3	1	O=C(NC(=S)N1CCCCCC1)c1ccccc1
29	0.0	-1.2	-7	-0.4	-2	16	-2	-10	-9	0	COc1cccc(N2CC(=O)N(NC(=O)c3sc4nc(C)cc(C)c4c3N)CC2=O)c1
30	-0.9	0.4	.	0.1	-1	2	-5	-2	-2	6	CCOC1=C2CN(S(=O)(=O)c3ccccc3)[C@H](c3ccccc3)C[C@H]2n2c(=O)n(-c3ccccc3)c(=O)n2C1
31	0.3	1.8	1	0.3	3	-35	-3	12	21*	-5	Cc1nn(-c2ccccc2)c2[nH]c(=O)c(CNc3ccc4c(c3)OCCO4)cc12
32	5.6	0.4	.	-0.7	.	17	.	-2	.	.	COC(=O)[C@@]12C[C@@H](CC(=O)NCCCCc3ccccc3)C(=O)N(Cc3ccccc3)C1=CCC(C)(C)C2
33	-0.7	0.5	-5	-0.4	2	-1	-1	3	6	1	O=C(C1CC(=O)N(C2CCCC2)C1)N1CCN(c2cccc(C(F)(F)F)c2)CC1 (centres undefined)
34	1.0	3.6	1	-0.4	-3	14	-7	7	15	-5	COc1ccccc1NC(=S)N/N=C/c1ccc(O)cc1
35	-0.6	0.4	-16	-0.5	-1	-1	-4	2	10	-3	CC(=O)Nc1ccc(NC(=S)NC(=O)c2ccc(-c3ccccc3)cc2)cc1
36	-0.8	1.4	-5	-0.1	-3	12	4	1	4	-1	O=C(NC1CCCCC1)C1CC(=O)N(Cc2ccccc2)C1 (centres undefined)

Some values from the list:
Value of COc1ccccc1NC(=S)N/N=C/c1ccc(O)cc1 in bovine MsrA act: -7
Value of CC(=O)Nc1ccc(NC(=S)NC(=O)c2ccc(-c3ccccc3)cc2)cc1 in Scp-1 inhibitor: -16

Not a retest: an excerpt of the list.
No.	LMPTP block	MsrA inh	Scp-1 inhibitor	TbMetRS inhib	STEP inh	NRP1-CendR mod	bovine MsrA act	SUMO1 PPI mod	eLon inh	DNMT1 block	compound
26	-0.9	0.3	-6	0.1	-3	9	-1	-9	10	-2	COc1ccccc1-c1ccc(=O)n(CC(=O)NCc2ccc3c(c2)OCO3)n1
27	-1.5	0.4	-12	0.1	-1	13	0	3	-6	1	COc1ccc(CNS(=O)(=O)c2ccc(-n3cccn3)cc2)cc1
28	-0.9	0.8	-5	0.6	2	16	-2	24	-3	1	O=C(NC(=S)N1CCCCCC1)c1ccccc1
29	0.0	-1.2	-7	-0.4	-2	16	-2	-10	-9	0	COc1cccc(N2CC(=O)N(NC(=O)c3sc4nc(C)cc(C)c4c3N)CC2=O)c1
30	-0.9	0.4	.	0.1	-1	2	-5	-2	-2	6	CCOC1=C2CN(S(=O)(=O)c3ccccc3)[C@H](c3ccccc3)C[C@H]2n2c(=O)n(-c3ccccc3)c(=O)n2C1

Going on with the list.
No.	LMPTP block	MsrA inh	Scp-1 inhibitor	TbMetRS inhib	STEP inh	NRP1-CendR mod	bovine MsrA act	SUMO1 PPI mod	eLon inh	DNMT1 block	compound
37	-0.6	-0.1	-12	0.1	0	8	-1	3	5	0	N#Cc1ccc(Cl)cc1NC(=O)CNCc1cccs1
38	-0.9	0.2	3	-0.7	0	2	-2	-2	-1	1	CC(C)Oc1ccc(C(CC(=O)O)NC(=O)C2CCCCC2)cc1 (centres undefined)
39	-0.3	0.5	-2	-0.3	-1	6	-4	-28	2	0	CCOc1ccccc1NC(=O)c1ccc2c(c1)C(=O)N(CC1CCCO1)C2=O (centres undefined)
40	2.4	3.3	4	-0.5	1	-31	-11	-4	4	6	O=C(N/N=C/c1ccc(O)c(O)c1)c1cccc(S(=O)(=O)N2CCCC2)c1
41	-0.9	1.3	-1	-0.1	2	12	-1	-10	-1	-1	Cc1ccn(CC(=O)N2CCCC(C(=O)c3cccc4ccccc34)C2)n1 (centres undefined)
42	-0.8	1.4	-5	0.2	2	6	-2	0	-13	2	Cc1[nH]c2ccccc2c1C(=O)C(=O)N1CCOCC1
43	0.2	0.1	-5	-0.2	-2	-8	3	2	-21	-9	CCn1c(=O)c(C(=O)CN(C)CC(=O)Nc2cccc(F)c2)c(N)n(Cc2ccccc2)c1=O
44	-0.7	-0.6	6	-0.8	0	-9	-6	-15	-5	-2	COc1ccc(N(C(C)C(=O)N/N=C/c2ccc(OC(C)C)cc2)S(C)(=O)=O)cc1 (centres undefined)
45	2.7	1.0	-9	0.3	-1	-7	1	0	4	0	CC12C(=O)N(c3cccc(OC(=O)c4ccco4)c3)C(=O)C1C1c3ccccc3C2c2ccccc21 (centres undefined)

Rows are unselected; 4.3% or so of the library scored in one or more.
